# From PubChem
# L929 necroptosis = inhibitors of zVAD-triggered necroptosis, primary screen, L929 cells; L929 zVAD necroptosis rescue, ATP luminescence, 24 h; with zVAD 60 µM; 220,000 tested, 0.38% active; AID 1377, 2008; viability rescue, % at 10 µM;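 active = activation, scaled between plate controls, above about 75%, limit read from the data; inactive = activation under that limit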;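 note: 0% = zVAD with DMSO and 100% = DMSO alone without zVAD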
# Hck Nef HTS = inhibitors of Nef-activated human Hck kinase, primary screen, biochemical, Z-Lyte FRET, 384-well, Hck-YEEI; inhibition, % at 20 µM; Recombinant Hck-YEEI plus Nef, Z-Lyte FRET kinase assay; 220,000 tested, 0.68% active; AID 463187, 2010;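 active = Hck-Nef kinase inhibition above about 50%, limit read from the data; inactive = inhibition below that limit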;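 note: 0% = DMSO with Hck plus Nef and 100% = Hck alone without Nef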
# 14-3-3 Bad inh = inhibitors of 14-3-3 zeta/Bad binding, primary screen, biochemical, TR-FRET, bovine 14-3-3 zeta | 14-3-3 protein zeta/delta (Bos taurus), P63103 | TR-FRET 14-3-3zeta/Dy647-pBad peptide displacement, 1 h | inhibition, % at 21.7 µM | 220,000 tested, 0.71% active;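 active = inhibition above about 70%, limit read from the data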;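 note: 0% = full 14-3-3 plus peptide FRET controls and 100% = background without 14-3-3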
# p47phox inh = p47phox/p22phox peptide binding inhibitors, primary screen, biochemical, uHTS, NADPH oxidase regulatory subunit | Neutrophil cytosol factor 1 (Homo sapiens), P14598 | fluorescence polarization, 2 h | inhibition, % at 24.7 µM | 220,000 tested, 0.53% active | AID 1274, 2008;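 active = inhibition above about 30%, limit read from the data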;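 note: 0% = p47phox with labelled peptide and 100% = labelled peptide alone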
# Target sequence (P14598 whole entry, looked up): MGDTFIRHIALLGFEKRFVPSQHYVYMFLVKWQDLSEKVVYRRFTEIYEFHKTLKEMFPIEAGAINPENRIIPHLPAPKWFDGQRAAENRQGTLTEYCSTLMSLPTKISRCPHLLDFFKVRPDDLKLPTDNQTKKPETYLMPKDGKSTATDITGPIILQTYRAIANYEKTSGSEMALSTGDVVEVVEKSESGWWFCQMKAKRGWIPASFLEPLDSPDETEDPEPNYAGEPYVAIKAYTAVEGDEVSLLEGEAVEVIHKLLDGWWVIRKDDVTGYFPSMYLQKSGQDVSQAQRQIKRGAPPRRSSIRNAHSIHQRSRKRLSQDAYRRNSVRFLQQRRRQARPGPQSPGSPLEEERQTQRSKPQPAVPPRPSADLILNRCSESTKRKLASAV
# TbHK1 inh = Trypanosoma brucei hexokinase 1 inhibitors, primary screen, biochemical, G6PDH-coupled NADH absorbance, MLSCN library; hexokinase 1 [Trypanosoma brucei]; recombinant TbHK1, G6PDH-coupled NADH A340; inhibition, % at 10 µM; 220,000 tested, 0.11% active; AID 1430, 2008;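 active = inhibition of 50% or more in the single-dose primary screen; inactive = inhibition below 50%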
# MDM2 E3 inh = MDM2-luciferase reporter signal enhancers, primary screen, MDM2 E3 ligase inhibitor project, cell-based, luminescence, 1536-well; E3 ubiquitin-protein ligase Mdm2 (Homo sapiens), Q00987; cell-based MDM2 ubiquitination luciferase reporter, 2 h; 0 = plate control, 100 = twice control, blank-subtracted; signal enhancement, % at 5 µM; 210,000 tested, 0.11% active; AID 1230, 2008;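 active = signal enhancement of 30% or more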;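 note: luminescence tracks abundance of the self-degrading MDM2-luciferase fusion protein; higher signal means inhibition of MDM2 E3 ligase activity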
#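 Test system: mammalian cells stably expressing self-ubiquitinating, self-degrading MDM2 E3–luciferase fusion; Amount: 2000 cells in each well; Medium: DMEM; Schedule: 4 h settle plus 2 h compound, 37 °C; Technique: SteadyLite luciferase luminescence after 15 min room-temperature reagent incubation; Benchmarks: plate control and blank wells.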
# EBV gp42 block = Epstein-Barr virus gp42 inhibitors, primary screen, biochemical, uHTS, fluorescence polarization; Glycoprotein 42 (Epstein-Barr virus (strain AG876)), Q1HVG2; Fluorescence polarization binding assay, mP read-out; inhibition, % (tested at 21.74 µM); 220,000 tested, 0.42% active; AID 1085, 2008; in the data active = inhibition above about 50%
# Runt-SMMHC FRET = inhibitors of RUNX1 Runt–CBFb-SMMHC binding, primary screen, biochemical, FRET, Cerulean-Runt, Venus-CBFb-SMMHC, uHTS; Cerulean-Runt/Venus-CBFb-SMMHC FRET ratio 530/480, 1 h; inhibition, % at 20 µM; 220,000 tested, 0.74% active; AID 1434, 2008;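 active = mean inhibition across duplicate retests at 20 µM reaching about 50%, limit read from the data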;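 note: 0% = DMSO wells and 100% = wells with excess untagged CBFb-SMMHC; inhibitors lower the FRET ratio by blocking Runt binding to CBFb-SMMHC; some results filed as inactive read as strong as hits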
# Target sequence (Q01196 whole entry, looked up): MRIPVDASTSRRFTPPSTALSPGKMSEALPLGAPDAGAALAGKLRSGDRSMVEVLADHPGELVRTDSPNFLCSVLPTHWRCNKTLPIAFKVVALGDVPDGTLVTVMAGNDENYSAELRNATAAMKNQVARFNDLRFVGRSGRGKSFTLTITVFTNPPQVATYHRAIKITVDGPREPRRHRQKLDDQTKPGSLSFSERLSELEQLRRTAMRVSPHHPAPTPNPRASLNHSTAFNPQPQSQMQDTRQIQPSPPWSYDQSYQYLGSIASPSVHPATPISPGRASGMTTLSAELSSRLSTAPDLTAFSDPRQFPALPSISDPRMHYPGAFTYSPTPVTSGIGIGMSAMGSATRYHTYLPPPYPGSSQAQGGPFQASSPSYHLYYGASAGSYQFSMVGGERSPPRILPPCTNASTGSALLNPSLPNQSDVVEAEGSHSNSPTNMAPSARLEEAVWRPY
# Target sequence (Q13951 whole entry, looked up): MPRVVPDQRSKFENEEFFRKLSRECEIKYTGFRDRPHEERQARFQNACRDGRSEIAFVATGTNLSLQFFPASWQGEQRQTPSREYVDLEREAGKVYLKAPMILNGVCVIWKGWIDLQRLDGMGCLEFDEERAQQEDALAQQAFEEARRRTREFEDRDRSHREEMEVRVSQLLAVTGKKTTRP
# Runt-CBFb FRET = inhibitors of RUNX1 Runt–CBFb binding, primary screen, biochemical, FRET, Cerulean-Runt, Venus-CBFb, uHTS. inhibition, % at 20 µM. Cerulean-Runt/Venus-CBFb FRET ratio 530/480, 1 h. 220,000 tested, 0.46% active;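 active = inhibition over about 50% at 20 µM in the single-dose screen, limit read from the data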;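 note: 0% = DMSO wells and 100% = excess unlabeled CBFb competitor control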
#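 Buffer or medium: Tris pH 7.5 buffer with BSA. Assay system: Cerulean-labeled Runt domain protein. Amount: each fluorescent fusion protein 100 nM. Read-out basis: loss of energy transfer signal. Incubation: 1 h compound exposure, room temperature. Probe or stimulus: Venus-CBFb binding partner, 100 nM. Detection: FRET, excitation 422 nm, emission at 530 and 480 nm.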
# Numbers without * were called inactive; . = no result given; [ ] = remark or other dose.
SMILES,L929 necroptosis,Hck Nef HTS,14-3-3 Bad inh,p47phox inh,TbHK1 inh,MDM2 E3 inh,EBV gp42 block,Runt-SMMHC FRET,Runt-CBFb FRET
CCC(C)NC(=O)C1CCC(=O)N(c2ccc3c(c2)OCO3)C1c1ccc(OC)cc1 (centres undefined),-0.4,18.7,-5.7,-6.0,3.5,-6.0,2.7,-1.7,1.5
Cc1ccc(-n2[nH]c(C)c(C=Nc3ccc(Br)cn3)c2=O)cc1,-0.2,24.5,-17.4,-16.9,-15.7,-4.5,-18.4,-2.1,-3.8
CCOc1cccc(C(=O)N(Cc2ccco2)C2CCS(=O)(=O)C2)c1 (centres undefined),0.2,0.0,-1.0,1.1,-1.7,-16.4,-8.5,2.0,-0.5
COC(=O)CN(c1ccccc1[N+](=O)[O-])S(=O)(=O)c1ccccc1,-2.8,17.5,-6.7,6.3,-3.2,-49.0,-11.7,-1.8,0.6
Cc1cc(-c2cc(-c3ccc(Cl)cc3)on2)nc(NC2CCCC2)n1,-0.3,26.4,2.5,-12.4,-10.4,4.7,-24.4,0.9,0.9
CCOC(=O)Cc1csc2nc3sc(C)c(C)c3c(=O)n12,0.7,-9.7,-0.9,-11.9,-13.8,-0.7,-21.6,-1.7,-0.8
CNCc1ccccc1Sc1cccc(O)c1,0.3,1.4,4.9,-16.5,-0.9,9.8,-3.0,0.6,-1.2
COc1ccc(/C=N/N2C(=O)CN(C(=O)c3ccccc3)C2c2ccc(OC)cc2)cc1 (centres undefined),-0.9,14.5,1.3,-17.7,-7.9,-11.0,-7.0,0.0,0.3
Cc1ccc2nc3sc(C(=O)Nc4ccc(N5CCOCC5)cc4)c(N)c3cc2c1,2.4,9.6,13.6[fluorescence artefact?],-39.7,-18.9,-20.6,-92.0,-14.7,-5.0
O=C(Oc1c(CN2CCOCC2)cc(Cl)c2cccnc12)c1ccccc1,-0.2,9.5,-0.5,-2.0,-0.5,15.8,-12.5,4.5,.

# An excerpt of these results, with bars between the fields.
Molecule | L929 necroptosis | Hck Nef HTS | 14-3-3 Bad inh | p47phox inh | TbHK1 inh | MDM2 E3 inh | EBV gp42 block | Runt-SMMHC FRET | Runt-CBFb FRET
Cc1ccc(-n2[nH]c(C)c(C=Nc3ccc(Br)cn3)c2=O)cc1 | -0.2 | 24.5 | -17.4 | -16.9 | -15.7 | -4.5 | -18.4 | -2.1 | -3.8
CCOc1cccc(C(=O)N(Cc2ccco2)C2CCS(=O)(=O)C2)c1 (centres undefined) | 0.2 | 0.0 | -1.0 | 1.1 | -1.7 | -16.4 | -8.5 | 2.0 | -0.5
COC(=O)CN(c1ccccc1[N+](=O)[O-])S(=O)(=O)c1ccccc1 | -2.8 | 17.5 | -6.7 | 6.3 | -3.2 | -49.0 | -11.7 | -1.8 | 0.6
Cc1cc(-c2cc(-c3ccc(Cl)cc3)on2)nc(NC2CCCC2)n1 | -0.3 | 26.4 | 2.5 | -12.4 | -10.4 | 4.7 | -24.4 | 0.9 | 0.9

# (continued)
SMILES,L929 necroptosis,Hck Nef HTS,14-3-3 Bad inh,p47phox inh,TbHK1 inh,MDM2 E3 inh,EBV gp42 block,Runt-SMMHC FRET,Runt-CBFb FRET
COc1cccc(=O)c2c(C)oc(C)c12,-0.3,-1.0,-13.2[fluorescence artefact?],7.0,-0.9,1.4,18.2,2.1,-0.3
Cc1cc2cc(CCNC(=O)C(=O)c3c[nH]c4ccccc34)c(=O)[nH]c2cc1C,0.5,15.3,2.4,-16.1,-1.2,-20.3,-21.6,-1.8,-3.5
Cc1cc(C)c2nc(N)sc2c1,0.6,-1.0,7.2,-11.6,-4.9,-4.8,-2.1,-0.5,-1.9
O=C(COc1ccc(Cl)cc1)NCc1ccncc1,4.0,17.8,-5.1,2.2,-2.6,3.1,-9.8,3.4,1.1
O=C(CP(=O)(c1ccccc1)c1ccccc1)N1CCOCC1,2.3,22.4,-23.8,-10.0,0.0,-11.6,1.2,.,.
Cc1onc(-c2c(F)cccc2Cl)c1C(=O)OCC(=O)Nc1c(C)n(C)n(-c2ccccc2)c1=O,-0.6,-0.8,-3.4[fluorescence artefact?],-8.7,-4.4,-3.1,-8.9,-7.0,-0.9
O=C(Cn1nnc2ccccc2c1=O)N[C@H](C(=O)O)c1ccccc1,0.2,18.1,-2.7,-12.0,-8.8,-0.8,-10.1,0.2,0.4
COc1ccc2oc(C(=O)OCC(=O)NCCN3C(=O)CSC3=O)c(C)c2c1,0.7,0.8,-8.5,-1.7,-7.3,-16.6,-12.5,-0.4,0.5
COc1ccc(CNC(=O)c2noc3c2CCCC3)cc1,1.2,-0.1,-0.7,-2.3,4.0,-13.1,6.3,-1.7,0.8
Cc1cccc(NC(=O)CN2C(=O)N/C(=C\c3ccc(-c4cccc(C(=O)O)c4)o3)C2=O)c1,0.0,80.1*,2.7,-46.2,-14.0,-9.2,-16.3,80.2*,85.3*
COc1ccc(N2CCN(C(=O)CNC(=O)c3cn(-c4ccccc4OC)c(=O)c4ccccc34)CC2)cc1,0.2,8.0,-1.5,0.5,-14.0,-6.4,-8.1,-2.5,-2.7
CCCc1nc2ccccc2n1CCOc1ccccc1,-0.2,-13.5,8.8,-16.0,1.9,-8.4,13.2,1.9,-3.5
Cc1cccc(C(=O)NCCNC(=O)c2cccc(C)c2)c1,0.8,-1.5,-9.3,-4.1,2.6,2.8,9.6,3.2,-1.3
Cn1c2c(c(=O)n(C)c1=O)CN(Cc1ccc(F)cc1)CN2,-0.5,3.3,7.2[fluorescence artefact?],-8.2,-3.3,-8.2,12.2,-0.8,-0.2
Cc1ccc(S(=O)(=O)NC(C)C(=O)NC2CCCCCC2)cc1 (centres undefined),0.7,7.2,-2.1,-0.8,-1.7,0.5,-2.8,3.6,-0.3
O=C(Nc1ccc(O)cc1)/C(=C\c1cccs1)NC(=O)c1ccccc1,0.5,0.1,-3.7[fluorescence artefact?],-6.2,-31.1,-6.8,-6.8,0.1,2.3
O=C1NC(c2cc3c(cc2Cl)OCO3)Oc2ccccc21 (centres undefined),0.4,2.3,-7.7[fluorescence artefact?],-3.2,-1.7,-0.3,-6.7,-1.1,1.3
O=C(CSc1nnc(COc2ccccc2)n1-c1ccccc1)c1ccccc1,-0.1,-0.5,-7.5,-12.6,6.0,-6.8,-1.6,1.4,13.9
C/C(=N\NC(=O)Cc1cccn1C)c1ccc2ccccc2c1,1.2,14.1,2.5,-4.2,1.1,-7.8,-9.1,2.9,2.7
C=CCc1ccccc1OCC(CN1CCCCC1)OC(C)=O (centres undefined),0.2,-0.4,-10.7,-14.2,-0.7,-10.0,-13.3,-1.0,-1.4
CCCCC(NS(=O)(=O)c1ccc(C)cc1)C(=O)Oc1ccc2c3c(c(=O)oc2c1)CCC3 (centres undefined),0.4,5.2,3.2,-5.0,-1.5,-0.8,-7.6,16.7,7.1
CCOCCCNC(=O)C(c1ccc(Cl)cc1)N(Cc1cccs1)C(=O)c1ccccn1 (centres undefined),0.5,-25.2,3.5,3.9,-4.4,-17.8,-5.6,4.1,-1.7
CCCN(CCC)Cc1cc2ccccc2c2c1COC2,1.3,-24.7,57.0[fluorescence artefact?],2.7,1.4,7.1,-8.2,-0.7,1.1
O=C(Nc1ccccn1)c1ccc(COc2ccccc2Cl)o1,0.5,7.4,-4.0,-3.9,1.8,-7.4,-1.2,1.5,-2.8
Cc1ccc(CCN2CC(C(=O)NCCCN3CCCCCC3)CC2=O)cc1 (centres undefined),1.5,-0.6,-63.8,38.0*,-25.0,-0.2,-19.8,-4.6,0.9
COc1cc(C(O)P(=O)(OCCC(C)C)c2ccc(N(C)C)cc2)cc(OC)c1OC (centres undefined),-0.1,5.9,-4.1,-8.4,7.7,-10.9,-3.1,1.5,-2.3
O=S(=O)(Nc1cccc2ccccc12)c1cccc2nonc12,0.4,3.9,4.3,6.2,-13.6,-17.0,-8.0,-6.3,5.7
Cc1nn(C)c(C)c1S(=O)(=O)N1CCC(C(=O)NC2CCCc3ccccc32)CC1 (centres undefined),0.1,2.8,-13.2,-2.7,-2.3,-18.7,2.8,0.6,0.9
CCOc1nc(-c2ccccc2)ccc1-c1noc(COC)n1,0.5,1.8,8.2,-18.3,-7.2,-11.5,-10.1,-8.8,-5.0
COC(=O)C1C(=O)C2=C(CC1C)NC(=O)CC2c1ccccc1 (centres undefined),0.2,2.9,-4.0[fluorescence artefact?],-7.4,2.5,3.5,-13.7,2.5,-2.9
N#CC1=C(SCC(=O)c2ccc(Br)cc2)NC2=C(C(=O)CCC2)C1c1ccco1 (centres undefined),-0.8,-2.0,-13.9,-30.0,-6.9,-7.8,-14.6,-5.7,4.6
O=C(Nc1cccc(-c2nnc(-c3ccccc3)o2)c1)C1CCCO1 (centres undefined),0.8,2.9,0.9[fluorescence artefact?],-9.4,6.4,-10.3,-3.3,-2.0,-0.1
CN1CCC(=NNC(=O)c2cc(-c3ccc(Cl)cc3)n[nH]2)CC1,1.2,12.7,-3.7,-3.1,-3.5,-4.1,-7.1,-4.2,-0.6
CCCCn1cnc2c(cnn2-c2ccc(Cl)cc2)c1=O,0.1,0.0,9.5[fluorescence artefact?],-8.9,-2.6,-8.6,-13.0,2.2,0.2
O=C(Cc1ccc2cccnc2c1)c1ccc(O)cc1O,0.0,2.7,-1.9,-1.5,-47.9,-8.4,-14.2,0.0,-0.4
COc1ccc(CN(C)C(C)C(=O)Nc2ccc(S(=O)(=O)N3CCOCC3)cc2)c(OC)c1 (centres undefined),-0.9,13.9,-1.9,-7.8,-5.2,-8.3,-14.4,5.7,-1.9
COc1cc2c(cc1OC)CN(C(=O)c1ccc(S(=O)(=O)N3CCCCC3)cc1)CC2,-0.6,4.6,13.8,49.2*,2.2,6.9,-11.4,1.9,-1.8
Cc1c(/C=N/NC(=O)C(C)(C)Oc2ccc(Cl)cc2)cnn1C,0.6,0.6,17.9,-1.8,-2.6,-18.1,-9.6,2.6,-1.4
CC(c1ccccn1)N(Cc1ccco1)C(=S)Nc1cccc(F)c1 (centres undefined),-0.5,13.2,-2.9,.,-5.3,.,2.5,0.4,-0.5
COc1ccc(NC(=O)/C=C/C(=O)O)cc1Cl,-0.3,-1.0,.,-1.4,-11.3,-13.9,-3.4,4.0,2.5
CC1=N/C(=C\c2ccc([N+](=O)[O-])cc2)C(=O)N1c1ccc(Br)c(C)c1,0.0,1.0,9.5,-15.4,-3.4,-9.2,-16.4,-9.2,-1.7
O=C(O)C1CCN(c2nc(-c3ccccc3)nc3c2oc2ccccc23)CC1,0.8,-1.0,0.4[fluorescence artefact?],-11.5,8.2,-13.9,5.4,-0.7,-1.4
